PvdQ acylase: P. aeruginosa PvdQ acylase inhibitors, primary screen, biochemical, fluorescence, plate reader and imaging, single point; 340,000 tested, 0.063% active; inhibition, % at 10 µM; AID 488965, 2010; PvdQ acylase [Pseudomonas aeruginosa LESB58]; purified PvdQ acylase; in the data active = inhibition above about 30%, passing the limit was not always enough; inconclusive = no clear call, values can overlap the other calls;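 also: 0% = vehicle neutral wells and 100% = reference inhibitor wells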
HTR5A ag: HTR5A agonists in luminescence cell assay, primary screen, counter-screen for OPRM1-OPRD1 heterodimer agonist project, full-deck HTS. 340,000 tested, 0.61% active. 5-hydroxytryptamine receptor 5A (Homo sapiens), P47898. AID 504692, 2011. activation, % at 9.3 µM. cell-based; in the data active = activation mostly above about 9.5%, no sharp cut-off; inactive = mostly below about 7.6%;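 also: 0% = cells with vehicle only and 100% = reference agonist; strong numbers were not always called active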
Target sequence (P47898 whole entry, looked up): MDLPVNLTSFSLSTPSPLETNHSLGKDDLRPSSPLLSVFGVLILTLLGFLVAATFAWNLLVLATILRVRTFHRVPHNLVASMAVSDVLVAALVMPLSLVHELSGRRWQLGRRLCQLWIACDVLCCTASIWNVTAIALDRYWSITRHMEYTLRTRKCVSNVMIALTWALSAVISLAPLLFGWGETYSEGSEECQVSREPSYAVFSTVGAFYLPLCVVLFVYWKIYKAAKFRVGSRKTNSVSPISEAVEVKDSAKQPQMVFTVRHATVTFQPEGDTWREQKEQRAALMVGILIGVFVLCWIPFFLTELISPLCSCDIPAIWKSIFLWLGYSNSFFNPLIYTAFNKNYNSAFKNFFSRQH
Wnt bcat act: Wnt/beta-catenin pathway activators, primary screen, cell-based, plate reader, single point; Wnt/beta-catenin reporter cell assay, activator; activation, % at 9.35 µM; 300,000 tested, 1.2% active; in the data active = activation above about 30%, passing the limit was not always enough; inconclusive = no clear call, values can overlap the other calls;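 also: 0% = neutral control wells and 100% = positive control wells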
MITF TRPM1 HTS: activators of MITF-driven TRPM1 promoter reporter, primary screen, cell-based, SK-MEL-5, luciferase, single point; SK-MEL-5 TRPM1-promoter luciferase, 24 h; % of positive control, neutral wells = 0; activation, % at 12.5 µM; 300,000 tested, 0.75% active; AID 588334, 2011;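 active = mean activation of at least 80% with every replicate also reaching 80%; inconclusive = mean reaches 80% but some replicate falls short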;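 also: 0% = neutral control wells and 100% = parthenolide positive control wells; values of inactives mirror those of a sister screen read the other way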
CDK5 inh: inhibitors of human CDK5/p35 kinase, primary screen, biochemical, single concentration; Recombinant CDK5/p35, ADP-Glo luminescence, 60 min; inhibition, % at 10 µM; Cyclin-dependent kinase 5 (Homo sapiens) + Cyclin-dependent kinase 5 activator 1 (Homo …; 330,000 tested, 0.01% active; AID 488839, 2010;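 active = highest replicate inhibition of at least 50% and at least 75% of replicates reaching 50%; inconclusive = only one of the two criteria met; inactive = both criteria failed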;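 also: plate controls were DMSO neutral control for no effect and GW8510 at 10 µM for full effect; many of its hits are not listed in these tables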
Target sequence (Q00535 whole entry, looked up): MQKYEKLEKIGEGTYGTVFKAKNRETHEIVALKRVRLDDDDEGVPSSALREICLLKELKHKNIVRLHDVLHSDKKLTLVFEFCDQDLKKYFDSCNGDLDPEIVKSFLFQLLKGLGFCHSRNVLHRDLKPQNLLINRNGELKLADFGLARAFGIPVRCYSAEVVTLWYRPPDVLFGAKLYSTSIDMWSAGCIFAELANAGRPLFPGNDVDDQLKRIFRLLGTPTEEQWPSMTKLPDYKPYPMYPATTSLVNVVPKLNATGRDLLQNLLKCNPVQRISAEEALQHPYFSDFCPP
Target sequence (Q15078 whole entry, looked up): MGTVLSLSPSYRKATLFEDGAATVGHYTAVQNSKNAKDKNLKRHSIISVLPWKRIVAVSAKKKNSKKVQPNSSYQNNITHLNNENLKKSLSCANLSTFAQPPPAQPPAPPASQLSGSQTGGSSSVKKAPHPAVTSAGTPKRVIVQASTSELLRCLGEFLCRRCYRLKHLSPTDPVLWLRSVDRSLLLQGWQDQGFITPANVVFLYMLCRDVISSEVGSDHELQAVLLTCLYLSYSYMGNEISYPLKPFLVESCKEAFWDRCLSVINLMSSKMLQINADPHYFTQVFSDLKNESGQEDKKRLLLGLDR
SR-BI DiI-HDL act: activators of SR-BI mediated DiI-HDL uptake, primary screen, ldlA[mSR-BI] CHO cells, DiI fluorescence | activation, % at 12.5 µM | 320,000 tested, 0.096% active | 3 h; 100 = double the neutral-control signal;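 active = mean replicate activation of at least 60% and every replicate at or above 60%; inconclusive = mean or all-replicate condition met, but not both; inactive = mean below 60% and not all replicates reaching 60%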;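 also: 0% = median plate neutral-control signal and 100% = twice that signal; values of inactives mirror those of a sister screen read the other way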
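Material – SR-BI-overexpressing, LDLR-lacking CHO cells · Medium – BSA-supplemented, HEPES-buffered Ham's F12, pH 7.4 · Doses – single concentration · Times – compound with DiI-HDL co-incubation, 3 h at 37 °C · Measured by – bottom-read fluorescence, 550/595 nm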
SR-BI HDL uptake: inhibitors of SR-BI mediated HDL lipid uptake, primary screen, ldlA[mSR-BI] cells, fluorescence, single point; Scavenger receptor class B member 1 (Mus musculus), Q61009; inhibition, % at 12.5 µM; 320,000 tested, 0.96% active; ldlA[mSR-BI] CHO cells, DiI-HDL uptake fluorescence, 3 h;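 active = mean replicate inhibition of at least 70% and a set share of replicates each scoring 70 or more; inconclusive = meets just one of the two criteria; inactive = fails both criteria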;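 also: 0% = median of neutral control wells and 100% = median of positive control wells; values of inactives mirror those of a sister screen read the other way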
RTF Ca sens act: cardiac RTF calcium sensitivity activators, primary screen, biochemical, IANBD-TnC fluorescence, EC20 calcium; Troponin I, cardiac muscle (Homo sapiens) + Troponin T, cardiac muscle (Homo sapiens) + …; IANBD-labeled TnC RTF fluorescence at EC20 calcium; 0% EC20 calcium, 100% full calcium; activation, % at 7.2 µM; 340,000 tested, 0.24% active; AID 493008, 2010;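 active = activation above the mean over all tested compounds plus 3 SD, cut at about 30% in these data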;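 also: rise in fluorescence read as greater calcium sensitivity of cardiac thin filaments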
dFosB act: activators of delta FosB homodimer, primary screen, biochemical, fluorescence polarization, TAMRA-CDK5 oligo, single point. purified delta FosB; percent of positive-control signal above neutral wells. activation, % at 25 µM. 340,000 tested, 0.99% active;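 active = mean activation above about 17%, with every replicate also reaching it, limit read from the data, passing the limit was not always enough; inconclusive = only one of the two conditions met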;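 also: fluorescence polarization rise as delta FosB binds a TAMRA Cdk5 AP-1 oligo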
Rtt109 HAT inh: inhibitors of C. albicans Rtt109/Vps75 HAT, primary screen, biochemical, ThioGlo CoA-SH fluorescence, plate reader. Histone acetyltransferase RTT109 (Candida albicans (strain SC5314 / ATCC MYA-2876)), …. purified Rtt109/Vps75, 4 h. inhibition, % at 34.9 µM. 330,000 tested, 0.16% active;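 active = inhibition of at least 50% in every replicate; inconclusive = best replicate reaches 50% inhibition but some replicates fall short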
Starred values were filed as active, the others as inactive; ? = inconclusive; . = no result given.

SMILES | PvdQ acylase | HTR5A ag | Wnt bcat act | MITF TRPM1 HTS | CDK5 inh | SR-BI DiI-HDL act | SR-BI HDL uptake | RTF Ca sens act | dFosB act | Rtt109 HAT inh
COC(=O)c1ccc(NC(=O)c2ccc3c(c2)OCO3)cc1 | -15 | 0 | ? | 78 | -1.2 | -44 | 44 | 2 | -1 | -8
O=S(=O)(c1ccccc1)N1CCN(S(=O)(=O)N2CCCCC2)CC1 | -12 | -1 | -4 | -5 | -2.6 | 29 | -29 | 3 | -8 | -6
Cc1ccc(NC(=S)N2CCC(c3nc4ccccc4s3)CC2)cc1C | 22 | 4 | -3 | -11 | 1.1 | -14 | 14 | -1 | -9 | -10
CN(C)C(CNC(=O)c1ccc(NS(=O)(=O)c2ccc(F)cc2)cc1)c1ccco1 (configuration not stated) | 1 | -4 | -4 | -2 | -0.9 | 2 | -2 | -6 | -5 | -3
CC(C(=O)N1c2ccccc2CCc2ccccc21)n1nnc(-c2ccc(N(C)C)cc2)n1 (configuration not stated) | -2 | 3 | . | -4 | -1.6 | -8 | 8 | 1 | -1 | -1
Cc1ccc(NC(=O)CCC(=O)c2ccc(Br)cc2)cc1 | -1 | -1 | 2 | 8 | 1.8 | . | . | -6 | 4 | 12
Cc1ccc(-n2c(SCC(N)=O)nnc2-c2ccccn2)cc1C | -10 | 0 | . | 5 | -0.6 | 10 | -10 | -8 | 1 | 5
CCc1nc(SCC(N)=O)c2c(=O)n(C)c(=O)n(C)c2n1 | -8 | 1 | -3 | . | -3.6 | 14 | -14 | -1 | 1 | -7
O=C1CCCN1CCCNS(=O)(=O)c1ccc(F)c(F)c1 | 3 | 1 | 3 | 13 | -0.1 | 18 | -18 | 0 | 1 | 3
COc1ccc(C(=O)NCC(=O)OCc2c(Cl)cccc2Cl)cc1OC | -7 | -2 | 2 | 15 | -0.2 | -32 | 32 | 2 | -15 | -2
O=C(Cn1cc[n+](Cc2ccccc2)c1)c1ccc([N+](=O)[O-])cc1 | 15 | 7 | 1 | -30 | 1.1 | 19 | -19 | 0 | -9 | 13
O=C(CN1CCN(C(=O)c2cccc(-n3cnnn3)c2)CC1)Nc1ccccc1Cl | -8 | 7 | -1 | -5 | 0.7 | 13 | -13 | -2 | 0 | 4
CCN(CC)C(=O)Oc1ccccc1NC(C)=O | -16 | 0 | . | 0 | 1.1 | 21 | -21 | 11 | 0 | 13
COc1ccc2[nH]c(C(=O)N3CCC(Cc4ccccc4)CC3)cc2c1 | -1 | -5 | . | -12 | 0.1 | 11 | -11 | 21 | 2 | -7
Cc1cc(C(C)(C)C)ccc1OCCn1ccnc1 | -11 | 0 | 2 | -7 | -0.9 | -5 | 5 | 6 | -7 | -8
Cc1nc(Cc2nnc(SCC(=O)Nc3c(C)cccc3C)o2)cs1 | 7 | 5 | -4 | 4 | 0.9 | 16 | -16 | 8 | -17 | -8
CCC(C(=O)OCC(=O)Nc1cccc(C(C)=O)c1)c1ccccc1 (configuration not stated) | 5 | -1 | -5 | -6 | -1.2 | 16 | -16 | -2 | -3 | .
CC(=O)c1ccc(NC(=O)CSc2nc3[nH]ncc3c(=O)[nH]2)cc1 | 5 | 5 | -4 | -1 | 1.5 | 9 | -9 | -4 | 15 | -2
Cc1ccc(OCc2n[nH]c(=S)n2-c2ccc(Cl)cc2)cc1 | 10 | 2 | 0 | 0 | 1.1 | -10 | 10 | 0 | -5 | -16
COc1ccc(C(N)=O)cc1NC(=O)CC(O)(C(F)(F)F)C(F)(F)F | -10 | 1 | . | 3 | -1.1 | 5 | -5 | 1 | 0 | 2
CN1CCN(CCCNC(=O)Nc2ccc([N+](=O)[O-])cc2)CC1 | -10 | -1 | 0 | -21 | 1.9 | 19 | -19 | -5 | 3 | -10
CCC(C(=O)OCC(=O)Nc1c(C)nn(-c2ccccc2)c1C)c1ccccc1 (configuration not stated) | 6 | -5 | 0 | -1 | 1.4 | -27 | 27 | -6 | -1 | 23
Cn1cnc([N+](=O)[O-])c1N=C(N)N | -6 | 2 | 2 | -2 | 0.0 | 1 | -1 | -2 | 4 | 0
O=C(NNC(=S)NCc1ccccc1)c1ccc(Br)o1 | 22 | -2 | 0 | . | -1.7 | 16 | -16 | 9 | -15 | 8
COc1ccc2[nH]c(=O)c(CN(C(=O)c3cccnc3)c3ccccc3OC)cc2c1 | -7 | -3 | 1 | 0 | 0.2 | 29 | -29 | 1 | -4 | -5
CN1C[C@@H]2[C@@H]3C(=O)N(Cc4ccccc4)C(=O)[C@@H]3[C@](Cc3ccccc3)(C1=O)N2C(=O)c1ccccc1 | 10 | 0 | 0 | -12 | 1.4 | 19 | -19 | -3 | -6 | 5
Cn1ncc2c(NCCc3ccccc3)nc(Cl)nc21 | -7 | 0 | -2 | 14 | -9.4 | -32 | 32 | 5 | -4 | 2
CC(C)c1ccc(NC(=S)Nc2ccc3[nH]c(=O)[nH]c3c2)cc1 | -10 | 4 | 2 | -8 | -0.8 | . | . | -1 | -11 | 2
O=C(NCCCn1ccnc1)c1ccc(-c2cccc(C(F)(F)F)c2)o1 | 5 | 10 | -3 | 21 | 1.8 | 10 | -10 | -4 | -10 | -9
COc1cc(C2NC(=O)NC(C)=C2C(=O)OCc2ccc(C)cc2)cc(OC)c1O (configuration not stated) | -3 | 0 | -3 | 4 | -2.1 | 19 | -19 | 8 | -6 | -5
CCC1S/C(=N/N=C/c2ccco2)NC1=O (configuration not stated) | 25 | -3 | 1 | 5 | 0.3 | 14 | -14 | -3 | -3 | 1
O=C(c1ccncc1)N1CCN(c2cccc(C(F)(F)F)c2)CC1 | -9 | 9 | . | 0 | 0.0 | 5 | -5 | 3 | 1 | 5
Cn1nccc1C(=O)OCC(=O)Nc1cccc(Cl)c1 | -12 | -2 | 1 | -6 | -4.7 | 4 | -4 | 1 | -11 | -6
CCOC(=O)c1c(N)sc(C(O)(C(F)(F)F)C(F)(F)F)c1-c1ccc(Cl)cc1 | 4 | 0 | . | . | 2.1 | 11 | -11 | 2 | -4 | -1
COCCCNC(=O)CC1C[C@H](C(=O)N2CCCCC2)[C@@]2(C)c3[nH]c4ccccc4c3CCN2C1=O (some centres not stated) | -7 | 1 | -5 | -19 | 0.4 | 7 | -7 | -2 | -7 | -7
O=C1CCCN1CC1CCN(Cc2nc(CC3CC3)no2)CC1 | -20 | 4 | 4 | 5 | -0.4 | . | . | 6 | 7 | -7
CC(=O)Nc1ccc(SCC(=O)Nc2cc(C(C)(C)C)nn2-c2ccccc2)cc1 | -2 | 2 | -9 | 5 | -3.1 | 11 | -11 | -7 | -9 | .
CCOC(CNC(=O)C1CCN(S(=O)(=O)c2ccc3nc4c(c(C(=O)O)c3c2)CCCCC4)CC1)OCC | 1 | 0 | 0 | -14 | -0.2 | 11 | -11 | 0 | -4 | 6
Cc1ccc(S(=O)(=O)N2CCC(C(=O)OCC(=O)NCc3cccc(Cl)c3)CC2)cc1C | -7 | 5 | 0 | 2 | -1.1 | 8 | -8 | 4 | -14 | 4
Cc1ccc(-c2cc(-c3cccc(F)c3)n[nH]2)c(O)c1 | -9 | 5 | . | 49 | -0.5 | -28 | 28 | -6 | -7 | 2
Cc1cc2oc(C(=O)N3CCN(CCc4ccccn4)CC3)c(C)c2cc1C | -4 | 3 | 0 | 0 | 1.1 | 1 | -1 | -4 | -16 | 3
Cc1cc(NC(=O)COC(=O)C2CC2)ccc1Br | 13 | -3 | 10 | 6 | -1.1 | -4 | 4 | -1 | -3 | 7
O=C(Nc1nnc(C2=COCCO2)o1)c1ccc(F)cc1 | -12 | 2 | -1 | -12 | 1.2 | 15 | -15 | -3 | -8 | -6
Cc1ccc(C(=O)CC2(O)C(=O)Nc3ccccc32)s1 (configuration not stated) | -8 | 3 | . | . | 0.7 | -8 | 8 | 0 | 1 | -4
CCC(Sc1nc2cc3c(cc2c(=O)n1Cc1ccco1)OCO3)C(=O)Nc1ccccc1OC (configuration not stated) | -9 | 6 | . | -8 | -14 | -51 | 51 | -2 | -2 | 12
CCOC(=O)N1CCN(S(=O)(=O)c2cc(Br)cc3c2N(C(=O)CC)CC3)CC1 | -13 | 0 | . | 1 | -0.2 | 28 | -28 | 4 | 0 | -4
CCOC(=O)C1=C(CSc2nc(-c3ccncc3)ccc2C#N)OC(N)=C(C#N)C1c1cccnc1 (configuration not stated) | 2 | 0 | 0 | -10 | 0.6 | -19 | 19 | 7 | -10 | -5
Cc1cccc2cc3c(N)c(C(=O)N4CCCc5ccccc54)sc3nc12 | -10 | 4 | -14 | -10 | -3.2 | 12 | -12 | 45* | 5 | -2
Cc1[nH]c(C)c(S(=O)(=O)N2CCN(c3cccc(C(F)(F)F)c3)CC2)c1C(=O)N1CCCC1 | -18 | -4 | -1 | 8 | -2.1 | 18 | -18 | 0 | -12 | 4
CCCOc1ccc2c(C)c(CC(=O)OC)c(=O)oc2c1 | -11 | 5 | . | 125* | -0.6 | -34 | 34 | -1 | -9 | 4

(listing goes on)
SMILES | PvdQ acylase | HTR5A ag | Wnt bcat act | MITF TRPM1 HTS | CDK5 inh | SR-BI DiI-HDL act | SR-BI HDL uptake | RTF Ca sens act | dFosB act | Rtt109 HAT inh
CCN(CC)P(=O)(Nc1ccc(Br)cc1)c1c(C)nn(CCC#N)c1NC(=O)c1ccc(Cl)cc1 (configuration not stated) | -1 | 13 | -1 | 9 | 0.7 | 15 | -15 | 1 | -8 | 17
Cc1c(NC(=O)c2ccccc2)c(=O)n(-c2ccccc2)n1C | -9 | -4 | 0 | -2 | -0.1 | 17 | -17 | -6 | -7 | -7
Cc1ccc(C(=O)NC(=S)Nc2nc(-c3cccc([N+](=O)[O-])c3)cs2)c(Cl)c1 | 3 | 2 | 4 | 11 | -0.9 | . | . | -1 | 12 | 4
Cc1ccc(/C=N/NC(=O)c2ccc3nc[nH]c3c2)o1 | -8 | 4 | -1 | . | -1.2 | 4 | -4 | 6 | 3 | -1
COc1cc(/C=C(/NC(C)=O)C(=O)O)cc(Cl)c1OCc1ccc(Br)cc1 | 8 | -3 | 1 | -9 | 0.8 | . | . | -3 | -8 | 4

From PubChem BioAssay
